Screening results as filed in PubChem BioAssay.
GRP78 ERSR act: ER stress response induction in glioma; U87-MG GRP78 promoter luciferase reporter, 16 h; actives 0.02% (n = 420,000); Potency, µM, without a hit: top-dose activation, hits mostly activators; note: potency is the fitted concentration of half-maximal effect; series mostly up to about 76 µM; % of control where 0% means no effect; nearly all actives have a fitted effect of over 35% in size
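Stably transfected U87-MG glioma cells carrying a GRP78-based luciferase sensor; 16 h compound incubation. Luminescence end-point read 10 min after Bright-Glo addition at room temperature.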
RXFP1 agonist: agonists of human relaxin receptor RXFP1 | Potency, µM (top dose mostly 57.5 µM), for the others: at the highest dose activation, usual class: activators | actives 0.3% (n = 370,000) | AID 2676 | HEK293T-RXFP1 cAMP TR-FRET, 30 min; response scale: percent of porcine relaxin response, buffer zero; note: potency is the fitted concentration of half-maximal effect; % is set by controls: 0 for no effect and ±100 for the full control effect; nearly all actives have a fitted effect of over 60% in size; many of its hits are not listed in these tables
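cAMP rise read by TR-FRET after 30 min, 37C compound exposure (up to 58 uM) in RXFP1-transfected HEK293 cells with Ro 20174 present. EC50 from Hill-equation fits, with 29 nM porcine relaxin as 100% and buffer as basal.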
TrxR1 substrate: substrates of rat thioredoxin reductase 1. O89049. purified TrxR1 substrate turnover, NADPH consumption readout. Potency, µM (top dose mostly 114 µM), for the others: top-dose activity change, negative = substrate turnover. actives 0.01% (n = 390,000). AID 588456; note: potency is the fitted concentration of half-maximal effect; % is set by controls: 0 for no effect and ±100 for the full control effect; nearly all actives have a fitted effect of over 50% in size
Target sequence (O89049 whole entry, looked up): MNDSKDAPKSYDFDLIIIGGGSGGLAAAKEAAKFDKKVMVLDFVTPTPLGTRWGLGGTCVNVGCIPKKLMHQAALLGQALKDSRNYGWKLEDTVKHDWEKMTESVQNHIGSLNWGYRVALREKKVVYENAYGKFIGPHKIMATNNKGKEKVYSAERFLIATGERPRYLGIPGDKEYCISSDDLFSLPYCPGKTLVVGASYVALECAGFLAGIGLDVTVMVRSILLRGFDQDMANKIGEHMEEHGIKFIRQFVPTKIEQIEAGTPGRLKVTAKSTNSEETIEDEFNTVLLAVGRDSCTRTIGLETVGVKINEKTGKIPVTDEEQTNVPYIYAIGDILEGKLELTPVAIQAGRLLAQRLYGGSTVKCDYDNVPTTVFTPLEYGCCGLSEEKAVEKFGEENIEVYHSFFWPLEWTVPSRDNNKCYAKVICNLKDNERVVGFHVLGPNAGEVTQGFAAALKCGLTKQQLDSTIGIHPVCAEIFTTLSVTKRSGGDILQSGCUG
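Rat TrxR1, dispensed at 90 nM, was prereduced with 400 uM NADPH (final) for 5 min at ~22 deg C, then incubated with compound 15 min before 400 uM selenite. A first-read NADPH fluorescence drop versus no-compound background flagged substrates.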
PI4K2A block: PI4K2A (human) kinase inhibition. actives 0.13% (n = 420,000). AID 1346378. Q9BTU6. activity change, negative = inhibition, % at 76.9 µM. purified PI4K2A, ADP-Glo luminescence, 1 h; hits give low values; in the data active = activity change below about -50%; inconclusive = mostly about -30% to -49%;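 note: -100% = wells without enzyme as full effect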
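Compounds are screened against recombinant PI4K2A using PI as substrate and ATP, the latter dispensed at 300 microM. Reactions run one hour at ambient temperature before ADP-Glo detection; full inhibition defined by wells lacking enzyme.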
Vif-A3G inh: blocks the Vif interaction with human APOBEC3G; HeLa A3G-eYFP + Vif (tagged APOBEC3G with the HIV-1 protein that degrades it), YFP fluorescence, overnight; Potency, µM (highest dose often 46.1 µM), inactives show at the top dose activity, negative = active, usual class: inhibitors; actives 0.076% (n = 410,000);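 note: potency is the fitted concentration of half-maximal effect; % is set by controls: 0 for no effect and ±100 for the full control effect; nearly all actives have a fitted effect of over 60% in size; hits raise eYFP signal because A3G escapes Vif-driven loss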
Target sequence (Q9HC16 whole entry, looked up): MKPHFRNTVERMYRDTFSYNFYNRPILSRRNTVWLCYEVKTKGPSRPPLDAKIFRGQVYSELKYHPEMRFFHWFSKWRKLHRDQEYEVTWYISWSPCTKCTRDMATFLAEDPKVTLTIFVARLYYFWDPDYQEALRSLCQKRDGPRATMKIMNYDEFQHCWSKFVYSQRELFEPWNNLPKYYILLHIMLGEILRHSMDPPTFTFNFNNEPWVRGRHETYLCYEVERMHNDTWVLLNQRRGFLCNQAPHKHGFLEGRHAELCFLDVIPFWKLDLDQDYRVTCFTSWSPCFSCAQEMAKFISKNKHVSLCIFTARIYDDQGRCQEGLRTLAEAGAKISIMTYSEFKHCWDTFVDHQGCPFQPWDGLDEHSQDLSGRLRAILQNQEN
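HeLa cells stably expressing Vif and C-terminally eYFP-tagged A3G, seeded overnight at 37 deg C, then exposed to compound by pintool overnight at 37 deg C. Rise in yellow fluorescence (Ex 488/Em 500-530, Acumen) marks blocked Vif-driven A3G degradation.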
LDHA block: LDHA (human) enzyme inhibition | P00338 | purified LDHA, NADH/diaphorase-resazurin fluorescence; hits give low values | activity change, % (values are at about 110 or 230 µM) | actives 0.15% (n = 480,000) | AID 1347041; in the data active = activity change below about -30%; inconclusive = mostly about -25% to -30%;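 note: plate controls were DMSO wells for no effect and wells without enzyme for full effect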
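Enzyme activity of human lactate dehydrogenase 5 (2 nM; 0.06 mM NADH, 0.2 mM pyruvate, 5 min, RT) is measured via a resazurin/diaphorase fluorescence readout of residual NADH.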
mIDH1 inhibitor: human IDH1 R132H inhibition. Potency, µM (series often up to 76.6 µM), for inactives: at the top dose activity change, negative = inhibition, hits mostly inhibitors. AID 602179. actives 0.093% (n = 390,000). IDH1-R132H enzyme, NADPH consumption, diaphorase/resazurin fluorescence. O75874; note: potency is the fitted concentration of half-maximal effect; % is set by controls: 0 for no effect and ±100 for the full control effect; nearly all actives have a fitted effect of over 65% in size
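IDH1-R132H (0.5 ug/mL dispensed) in pH 7.5 Tris buffer was preincubated 30 min with compound, then given a substrate mix of 0.016 mM NADPH and 2 mM alpha-KG for 80 min at room temperature; remaining NADPH was read by diaphorase/resazurin fluorescence.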
USP1 inh: inhibitors of human USP1/UAF1 deubiquitinase; actives 0.23% (n = 390,000); recombinant USP1/UAF1, Ub-Rhodamine cleavage fluorescence; O94782; Potency, µM (doses to about 57.1 µM), inactives show at the top dose activity change, negative = inhibition, actives largely listed as inhibitors; note: potency is the fitted concentration of half-maximal effect; % is set by controls: 0 for no effect and ±100 for the full control effect; nearly all actives have a fitted effect of over 60% in size; inactives centre near -12
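In this screen, compounds sit with the deubiquitinase complex (1nM) for 15 min at room temperature before Ub-Rho is added at 150nM final. Fluorescence rise is then followed for 6 reads every 60 seconds.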
Vif-A3F inh: Vif-A3F binding inhibition; HeLa A3F-eYFP + Vif (tagged APOBEC3F with the HIV-1 protein that degrades it), YFP fluorescence increase; Potency, µM (top dose mostly 46.1 µM), for inactives: at the top dose activity, negative = active; actives 0.2% (n = 390,000); AID 602313; note: potency is the fitted concentration of half-maximal effect; % of control where 0% means no effect; nearly all actives have a fitted effect of over 65% in size
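HeLa cells stably expressing Vif plus C-terminally eYFP-tagged A3F were seeded, incubated overnight at 37 deg C, dosed with compound, incubated overnight again at 37 deg C. Yellow fluorescence (Ex 488/Em 500-530) reported blocked Vif-mediated A3F-eYFP degradation.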
* = called active by the depositor; ? = inconclusive; · = not tested or not shown; & = joins results of further samples; [ ] = another dose, or the depositor's remark. Unless noted, calls come from the whole dose curve; as a rule, active = well fitted curve in the direction sought with a large enough effect; inconclusive = small, poorly fitted or top-dose-only effect, or another doubt; inactive = no such curve, though single readings can be large; an effect the other way counts as inactive or inconclusive. This is a subset; the hit share may differ from the screen's.

1. COc1ccc(CCNC(=O)CSCc2n[nH]c(=O)[nH]2)cc1OC
2. Cc1cc(C)nc(SCc2nnc(SCC(=O)Nc3ccc(C)c(C)c3)o2)n1
3. CC(=O)Nc1ccc(NS(=O)(=O)c2ccc(CN3C(=O)c4cccnc4C3=O)cc2)cc1
4. CCOC(=O)C(=O)Nc1nccs1
5. Cc1ccc(-n2nc(C(=O)N3CCN(c4ccc(F)cc4)CC3)c(=O)n(C)c2=O)cc1
6. CC(C)(C)NC(=O)C(=O)NCc1ccncc1
7. CCc1ccccc1NC(=O)CSc1nc2c(oc3ccccc32)c(=O)n1-c1ccccc1F
8. COc1ccc(-c2c(NC(=O)c3ccco3)oc3ccccc3c2=O)cc1

screen / no.,1,2,3,4,5,6,7,8
GRP78 ERSR act,-7%,-3%,-6%,-5%,-3%,-3%,4%,-1%
RXFP1 agonist,0.3%,1.9%,3.3%,-0.7%,-0.8%,2.7%,2.2%,0.9%
TrxR1 substrate,-4%,-5%,-6%,-1%,-3%[57.1 µM],-1%,9%,?
PI4K2A block,-2,-3,3,-3,0,0,-1,-3
Vif-A3G inh,-1%,0%,0%,1%,-3%,1%,3%,-1%
LDHA block,1,-2,0,-5,0,-5,-18,0
mIDH1 inhibitor,4%,3%,8%,-4%,-5%,19%,-11%,7%
USP1 inh,6%,-9%,-23%,-3%,-12%,1%,-24%,-20%
Vif-A3F inh,-3%,6%,2%,-7%,-1%,0%,6%,-6%

In a second layout: eight of the compounds above
| cpd | molecule | GRP78 ERSR act | RXFP1 agonist | TrxR1 substrate | PI4K2A block | Vif-A3G inh | LDHA block | mIDH1 inhibitor | USP1 inh | Vif-A3F inh |
| --- | --- | --- | --- | --- | --- | --- | --- | --- | --- | --- |
| 1 | COc1ccc(CCNC(=O)CSCc2n[nH]c(=O)[nH]2)cc1OC | -7% | 0.3% | -4% | -2 | -1% | 1 | 4% | 6% | -3% |
| 2 | Cc1cc(C)nc(SCc2nnc(SCC(=O)Nc3ccc(C)c(C)c3)o2)n1 | -3% | 1.9% | -5% | -3 | 0% | -2 | 3% | -9% | 6% |
| 3 | CC(=O)Nc1ccc(NS(=O)(=O)c2ccc(CN3C(=O)c4cccnc4C3=O)cc2)cc1 | -6% | 3.3% | -6% | 3 | 0% | 0 | 8% | -23% | 2% |
| 4 | CCOC(=O)C(=O)Nc1nccs1 | -5% | -0.7% | -1% | -3 | 1% | -5 | -4% | -3% | -7% |
| 5 | Cc1ccc(-n2nc(C(=O)N3CCN(c4ccc(F)cc4)CC3)c(=O)n(C)c2=O)cc1 | -3% | -0.8% | -3%[57.1 µM] | 0 | -3% | 0 | -5% | -12% | -1% |
| 6 | CC(C)(C)NC(=O)C(=O)NCc1ccncc1 | -3% | 2.7% | -1% | 0 | 1% | -5 | 19% | 1% | 0% |
| 7 | CCc1ccccc1NC(=O)CSc1nc2c(oc3ccccc32)c(=O)n1-c1ccccc1F | 4% | 2.2% | 9% | -1 | 3% | -18 | -11% | -24% | 6% |
| 8 | COc1ccc(-c2c(NC(=O)c3ccco3)oc3ccccc3c2=O)cc1 | -1% | 0.9% | ? | -3 | -1% | 0 | 7% | -20% | -6% |

More records:
9. O=C(COc1ccc2c3c(c(=O)oc2c1)CCCC3)N1C[C@H]2C[C@@H](C1)c1cccc(=O)n1C2
10. O=C(Cc1cccs1)Nc1nnc(-c2ccncc2)s1
11. CCc1cc2c(cc3c(=O)n(CC(=O)NC4CCC(C)CC4)nc(CC)n32)s1 (configuration not stated)
12. Cc1ccc(NC(=O)c2ccc3c(c2)OCCO3)cc1S(=O)(=O)Nc1cccc(Cl)c1
13. Cc1cccc(CS(=O)(=O)Cc2ccc(C(=O)NC(C)c3ccccc3)o2)c1 (configuration not stated)
14. Cc1cc(C)c2sc(N(CCN(C)C)C(=O)c3c(F)cccc3F)nc2c1
15. Cc1nnsc1SCCNC(=O)c1ccc(F)cc1
16. CN(C)S(=O)(=O)c1cc(NC(=O)CN2CCOCC2)ccc1Cl

screen / no.,9,10,11,12,13,14,15,16
GRP78 ERSR act,-2%,3%,1%,-1%,-2%&0%,-6%,5%,-4%
RXFP1 agonist,9.9%,0.6%,2.0%,-0.7%,1.1%&-0.1%,0.8%,2.7%,-0.3%
TrxR1 substrate,29%,21%[57.1 µM],5%,16%,3%&3%[57.1 µM],-4%,3%,5%[57.1 µM]
PI4K2A block,8,2,-4,4,9&-3,-2,-3,4
Vif-A3G inh,0%,1%,4%,-17%,-1%&0%,-12%,1%,0%
LDHA block,8,-6,-1,0,-2&5,-8,-11,-4
mIDH1 inhibitor,-6%,8%,11%,-2%,3%&-1%,4%,-2%,-4%
USP1 inh,18%,-1%,?,-15%,-13%&-19%,-7%,-11%,5%
Vif-A3F inh,3%,-4%,-1%,-3%,1%&2%,-1%,-1%,6%

17. Cn1c(=O)c2c(ncn2CC(=O)N/N=C/C=C/c2ccco2)n(C)c1=O
18. Cc1cc(C)n(-c2nc(NC(C)C)nc(NC(C)(C)C)n2)n1
19. Cn1c(CNC(=O)c2ccc3c(c2)OCO3)nnc1SCC(=O)Nc1ccc(F)cc1F
20. Cc1cccc(N=N/C(=C\O)C(=O)c2cccs2)c1
21. CN(C)c1ccc(/C=N/NC(=O)c2nnn(-c3nonc3N)c2COc2ccc(F)cc2)cc1
22. CC(=O)c1cc(-c2ccccc2)n(CCC(=O)NC2CCCCCCC2)c1C
23. Cc1ccc(-c2cn3c(n2)sc2cc(C(=O)NCCCc4ccccc4)ccc23)c(C)c1
24. Cc1c(C(C)C)c(=O)n(-c2ccc(S(=O)(=O)N3CCOCC3)cc2)n1C

screen / no.,17,18,19,20,21,22,23,24
GRP78 ERSR act,-3%,-2%,0%,-11%,-5%,0%,-1%,0%
RXFP1 agonist,?,·,0.0%,-1.7%,-1.5%,-0.9%,2.4%,-3.9%
TrxR1 substrate,-4%[57.1 µM],13%[0.0914 µM],-2%[57.1 µM],-11%,-1%[57.1 µM],-1%,18%,9%
PI4K2A block,-19,·,-1,2,5,-11,3,0
Vif-A3G inh,-1%,-1%,0%,-10%,0%,-2%,1%,0%
LDHA block,14,0,-12,0,-4,0,-3,-8
mIDH1 inhibitor,9%,·,0%,12%,3%,-2%,-8%,12%
USP1 inh,-15%,·,-11%,-12%,-11%,-11%,-8%,-5%
Vif-A3F inh,1%,·,5%,12%,-4%,-6%,-10%,8%

25. CNC(=O)NC(=O)C(C)OC(=O)CCCSc1nc2ccccc2s1 (configuration not stated)
26. CC(=O)N1CC2(CC(c3ccc(Cl)cc3Cl)=NO2)CN1c1cccc(Cl)c1 (configuration not stated)
27. CCOc1cccc2sc(N(CCCN(C)C)C(=O)c3ccc(S(=O)(=O)N4CCc5ccccc5C4)cc3)nc12
28. Cc1ccc(S(=O)(=O)c2nc(-c3cccs3)oc2NCCCN(C)C)cc1
29. Cc1nnc(NC(=O)CCCOc2ccccc2)s1
30. CCC1Oc2ccc(C)cc2N(CC(=O)N2CCN(c3ccccc3OC)CC2)C1=O (configuration not stated)
31. Cc1ccc(OCC(=O)Nc2nnc(SCc3cc(=O)n4cccc(C)c4n3)s2)cc1
32. CCOC(=O)CNC(=S)N(Cc1ccccc1)Cc1ccccc1F

screen / no.,25,26,27,28,29,30,31,32
GRP78 ERSR act,-14%,-1%,-1%,-2%,1%,10%,-3%,-4%
RXFP1 agonist,-0.4%,·,-4.5%,2.1%,0.2%,0.3%,5.8%,0.0%
TrxR1 substrate,-6%,·,-1%,5%,-10%,4%[57.1 µM],4%,9%
PI4K2A block,0,-3,0,2,-1,-3,-2,-10
Vif-A3G inh,0%,-2%,-19%,1%,-5%,0%,5%,-6%
LDHA block,-5,-3,-2,-4,1,-1,1,1
mIDH1 inhibitor,1%,-2%,-11%,-1%,9%,4%,-8%,2%
USP1 inh,-20%,-9%,-6%,0%,-12%,-2%,1%,-16%
Vif-A3F inh,-3%,0%,-16%,5%,0%,-5%,-12%,4%

Entries by screen from the entries so far:
Vif-A3F inh, nos. 25–32: -3%, 0%, -16%, 5%, 0%, -5%, -12%, 4%

Following part.
33. Cc1ccc(CNC(=O)C2CC(=O)N(c3ccc(OCC(=O)N4CCCC4)cc3)C2)cc1 (configuration not stated)
34. CCOc1ccc2nc(NCCNC(=O)C(C)C)c(C)cc2c1
35. C=CCn1c(N)cc(=O)nc1SC(C)C(=O)Nc1ccc(C(=O)OCC)cc1 (configuration not stated)
36. CCOc1ccc(NC(=O)CN2CCCN(Cc3cc(C)ccc3C)S2(=O)=O)cc1
37. COc1ccc(OC)c(-c2cc(C(=O)Nc3ccc(F)cc3F)no2)c1

screen / no.,33,34,35,36,37
GRP78 ERSR act,0%,0%,-1%,-2%,-4%
RXFP1 agonist,-0.3%,1.9%,-1.0%,0.0%,11%
TrxR1 substrate,-7%,83%[activator],-1%,-3%,8%
PI4K2A block,-11,1,0,-3,-3
Vif-A3G inh,1%,3%,3%,3%,2%
LDHA block,-7,1,-7,-6,-9
mIDH1 inhibitor,-1%,-4%,1%,0%,0%
USP1 inh,-3%,-10%,-2%,-5%,-2%
Vif-A3F inh,-3%,·,-23%,1%,-14%
